Source: PubChem (The Scripps Research Institute Molecular Screening Center)
TEAD-YAP block: TEAD-YAP interaction inhibition. HEK-TIYL cells, TEAD-Gal4/YAP UAS-luciferase luminescence. inhibition, % at 9.12 µM. 640,000 compounds, 1.4% hits; in the data active = inhibition above about 32%;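 note: 0% = median of test compound wells and 100% = reference inhibitor wells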
FBW7 act: human FBW7 E3 ligase activation, primary screen | Q969H0 | AlphaScreen FBW7–phospho-cyclin E peptide binding, activator screen | normalized activity (activation), % at 26.1 µM | 650,000 compounds, 0.13% hits; in the data active = normalized activity above about 1.9%;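 note: purified mutant Fbw7 with reduced substrate affinity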
GPR151 ag: activators of human GPR151 | PathHunter beta-arrestin GPR151 cells, luminescence | activation, % at 11.2 µM | 650,000 compounds, 1% hits; in the data active = activation above about 4.9%;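 note: 0% = median of compound wells and 100% = cells with positive control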
Target sequence (Q8TDV0 whole entry, looked up): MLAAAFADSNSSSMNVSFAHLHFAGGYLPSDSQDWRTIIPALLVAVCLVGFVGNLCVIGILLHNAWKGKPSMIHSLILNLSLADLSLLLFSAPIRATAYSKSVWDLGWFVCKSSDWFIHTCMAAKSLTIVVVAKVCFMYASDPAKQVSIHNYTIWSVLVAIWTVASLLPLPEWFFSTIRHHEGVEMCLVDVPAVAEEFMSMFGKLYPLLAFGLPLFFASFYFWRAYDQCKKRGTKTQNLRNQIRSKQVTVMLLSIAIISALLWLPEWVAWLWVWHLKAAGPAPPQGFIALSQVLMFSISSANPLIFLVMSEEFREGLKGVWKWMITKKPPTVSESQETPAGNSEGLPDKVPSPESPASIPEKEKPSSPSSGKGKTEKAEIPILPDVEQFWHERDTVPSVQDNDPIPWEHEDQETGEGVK
MITF inh: blocks human microphthalmia-associated transcription factor; O75030; 650,000 compounds, 0.91% hits; inhibition, % at 2.6 µM; AlphaScreen MITF homodimerization, bead proximity signal; in the data active = inhibition above about 50%;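 note: 0% = vehicle wells with protein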
Target sequence (O75030 whole entry, looked up): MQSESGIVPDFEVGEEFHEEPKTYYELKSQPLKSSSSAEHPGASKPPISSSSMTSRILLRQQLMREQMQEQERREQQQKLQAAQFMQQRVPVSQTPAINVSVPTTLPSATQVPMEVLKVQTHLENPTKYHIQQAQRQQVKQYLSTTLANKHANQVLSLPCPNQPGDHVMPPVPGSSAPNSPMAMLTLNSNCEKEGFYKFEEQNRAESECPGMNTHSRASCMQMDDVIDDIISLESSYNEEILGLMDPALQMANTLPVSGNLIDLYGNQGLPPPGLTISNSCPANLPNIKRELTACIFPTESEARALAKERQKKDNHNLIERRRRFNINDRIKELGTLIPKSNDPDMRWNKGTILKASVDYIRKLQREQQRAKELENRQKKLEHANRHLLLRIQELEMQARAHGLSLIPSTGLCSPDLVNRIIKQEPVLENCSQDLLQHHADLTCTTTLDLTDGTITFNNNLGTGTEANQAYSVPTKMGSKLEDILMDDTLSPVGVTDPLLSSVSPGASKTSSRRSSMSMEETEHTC
Numbers without * were called inactive.

mol	FBW7 act	MITF inh	GPR151 ag	TEAD-YAP block
O=C(c1cc2nc(-c3ccc(Cl)c(Cl)c3)cc(C(F)(F)F)n2n1)N(Cc1ccccc1)c1ccccc1	0.0	12.1	-1.4	5.8
COCCN(C(=O)NC(C)C)C1CCN(CCc2ccc(OC)cc2)CC1	0.2	18.8	3.4	-4.6
O=C(NNC(=O)c1ccco1)C(=O)N1CCCCC1	0.1	1.4	0.2	-3.8
Cn1nccc1Nc1cccc(C(=O)Nc2ccc(N3CCOCC3)cc2)n1	-0.2	21.3	-1.3	15.3
Cc1cc(NCCCN2CCCC2=O)nc(NCCN2CCOCC2)n1	0.0	-1.7	0.1	-4.1
N#Cc1ccccc1NC(=O)CSc1ccc(Cl)cc1	0.2	-1.0	1.0	-1.3
COc1ccccc1N1CCN(C(=O)CC2CSc3ncc(C)c(=O)n32)CC1 (stereo unspecified)	0.4	11.5	1.5	3.1
Cc1nn2c(C)nc3sc4c(c3c2nc1=O)CC(C)(C)OC4	0.2	5.8	-0.9	6.9
CC(=O)CSc1nnc(-c2ccc([N+](=O)[O-])cc2)n1C	0.2	25.1	-0.1	5.2
CC(=O)COC(=O)CCc1nc2ccccc2[nH]c1=O	0.7	-6.5	0.9	-3.7
O=C1c2ccccc2C(=O)N1Cc1nc2ccc(Br)cc2c(=O)o1	0.1	4.0	0.3	-7.2
Cc1ccc(N2C(=S)NC3c4ccccc4OC2(C)C3C(=O)N(C)C)cc1 (stereo unspecified)	0.8	10.7	-0.2	-12.3
Cc1ccc(OCC(=O)NC(C)C)cc1	0.2	12.3	1.5	-0.6
COc1cc(OC)cc(C(=O)Nc2cccc(-c3nc4cc(C)ccc4o3)c2)c1	0.0	7.6	1.4	-33.2
O=C1c2ccccc2C(=O)c2c(NC(=O)C(F)(F)F)ccc(Cl)c21	-0.3	13.9	1.6	2.2
COc1ccccc1C(=O)NNC(=O)COc1c(C)cc(Br)cc1C	0.3	-7.1	4.6	-10.1
Cc1nnc(SCC(=O)c2cc(F)ccc2F)n1-c1ccccc1	-0.1	4.0	1.1	4.5
CS(=O)(=O)Nc1ccccc1C(=O)NCc1ccncc1	0.5	-12.5	-1.4	-11.3
COc1ccc(C2=N/C(=C/c3cccc(OC)c3OC)C(=O)O2)cc1OC	0.1	4.5	-1.5	0.2
COc1ccc2c(c1)oc(=O)c1cc(OC)ccc12	0.2	9.8	-1.0	-69.3

Sorted by molecular weight (ascending): some entries from above
mol	FBW7 act	MITF inh	GPR151 ag	TEAD-YAP block
N#Cc1ccccc1NC(=O)CSc1ccc(Cl)cc1	0.2	-1.0	1.0	-1.3
COCCN(C(=O)NC(C)C)C1CCN(CCc2ccc(OC)cc2)CC1	0.2	18.8	3.4	-4.6
COc1cc(OC)cc(C(=O)Nc2cccc(-c3nc4cc(C)ccc4o3)c2)c1	0.0	7.6	1.4	-33.2
O=C(c1cc2nc(-c3ccc(Cl)c(Cl)c3)cc(C(F)(F)F)n2n1)N(Cc1ccccc1)c1ccccc1	0.0	12.1	-1.4	5.8

Next part
mol	FBW7 act	MITF inh	GPR151 ag	TEAD-YAP block
COC(=O)c1cccc(Nc2c3c(nc4ccccc24)CCC3)c1	-0.3	2.5	1.0	1.2
C/C(=N/Nc1ccccn1)c1cccc([N+](=O)[O-])c1	-0.2	29.2	-0.6	-15.1
Cc1ccc(NC(=O)c2cc(S(=O)(=O)N3CCN(c4ccccc4)CC3)ccc2F)cc1C	0.1	13.9	-1.2	2.5
NS(=O)(=O)c1ccc(CCNC(=O)c2ccc([N+](=O)[O-])o2)cc1	-0.1	-2.7	0.3	13.2
CCCCCNC(=O)c1cc2c(=O)n3cccc(C)c3nc2n1C	0.0	-7.6	0.0	-6.2
CCCCCCSc1nnc2c(n1)OC(c1cc3c(cc1[N+](=O)[O-])OCO3)Nc1ccccc1-2 (stereo unspecified)	-0.2	3.4	-0.3	-6.8
Nc1[nH]c(=O)[nH]c(=O)c1N=Nc1cccc(Br)c1	0.5	8.4	-1.1	8.7
CCC(C)n1c(SCC(=O)NCc2ccco2)nc2ccsc2c1=O (stereo unspecified)	-0.2	-3.1	0.4	-8.3
Cc1nc2ccccc2n1CC(O)COc1ccc(F)cc1 (stereo unspecified)	0.1	-12.6	-0.3	25.4
COc1ccc(-c2cn[nH]c2N)c(OC)c1	-0.1	-0.8	1.5	5.5
COc1ccc(C(NC(C)=O)c2ccc3cccnc3c2O)cc1OC (stereo unspecified)	-0.6	65.8*	-0.3	83.3*
O=c1cc2c(nn1-c1ccc(Cl)cc1)c1ccccc1n2Cc1ccccc1	0.1	21.0	-0.9	0.4
CCCNc1nccc(-c2c(-c3ccc(F)cc3)nc3n2[C@H](CO)[C@@H](C)C3)n1	0.0	2.0	-0.4	11.9
COc1ccc(-c2c(C#N)c(N)nc3c2c(=O)n(C)c(=O)n3C)cc1	-0.1	8.4	1.6	-3.8
COc1ccc(Cc2nnc(C(=O)NCC3CCCO3)o2)cc1OC (stereo unspecified)	0.8	7.1	-0.6	0.3
CNC(=O)c1sc2ccccc2c1Cl	-0.3	2.4	0.4	-14.3
Cc1cc(C(=O)N/N=C/c2ccc(-c3ccccc3Cl)o2)n[nH]1	0.2	14.1	1.8	-21.9
O=C(Nc1ccc2c(c1)CCCN2S(=O)(=O)c1cccs1)c1ccc(F)cc1	0.8	6.8	-1.9	-3.2
Cc1cc(N)ccc1NC(=O)CSc1nnc(-c2ccncc2)n1C	-0.1	-1.8	-0.1	-4.5
O=C(Nc1c(-c2ccccc2)nc2sccn12)c1ccc(Cl)cc1	0.2	19.3	-1.3	16.1
NC(=O)c1ccccc1NC(=O)C(=O)c1c[nH]c2ccccc12	0.0	-5.8	-0.5	-55.2
CCC(=O)Nc1cccc(-c2nc3ccccc3s2)c1	0.0	-20.3	-1.9	-55.5
COc1cccc2c1OC1(CCCCC1)N1N=C(c3cccs3)CC21 (stereo unspecified)	0.0	-6.4	0.3	-42.1
C=CCC(C#Cc1ccccc1)N1CCCCC1 (stereo unspecified)	0.1	-3.2	0.5	-7.3
Cc1ccc(OCC(=O)Nc2ncc(Cc3ccc(F)cc3)s2)cc1	0.0	2.3	0.5	3.7
CCOc1cc(C2C3=C(CCCC3=O)Nc3nc(-c4ccc(OC)cc4)nn32)ccc1O (stereo unspecified)	-0.1	1.0	2.5	2.5
C/C(CCc1ccco1)=N/NC(=O)CCC(=O)Nc1ccc(F)cc1	0.1	-2.6	-0.5	-6.0
CCOC(=O)CC(=O)N1CCN(Cc2ccccc2)CC1C(=O)NCc1ccccc1 (stereo unspecified)	0.0	-0.1	2.6	-0.8
COCC(C)NC(=O)CSc1cc(C)c2cccc(C)c2n1 (stereo unspecified)	0.1	8.9	-0.8	10.6
COc1ccc(N2CCN(CC(O)COc3ccccc3C(C)=O)CC2)cc1 (stereo unspecified)	-0.1	14.6	5.9*	9.2
COC(=O)C1=C(C)NC(=S)NC1c1cc(Cl)c(O)c(OC)c1 (stereo unspecified)	0.2	13.1	0.8	7.0
CN(CCc1ccccn1)Cc1ccc2c(c1)CN(C(=O)c1ccccc1)CCO2	0.4	0.1	0.5	5.7
COc1ccc(OC)c(C2N(c3ccccn3)C(=O)C3CCCN32)c1 (stereo unspecified)	-0.1	0.2	1.3	2.1
N#C/C(=C/c1ccco1)C(=O)Nc1ncc(Cc2ccc(F)cc2)s1	0.2	11.4	2.5	0.3
S=c1[nH]nc(CCn2c3ccccc3c3ccccc32)n1-c1ccccc1	0.0	8.0	-0.5	0.4
COc1ccc(-n2nnc(C(C)=O)c2Nc2cccc(C#N)c2)cc1	0.8	0.9	-2.2	-47.9
CCC(CC)C(=O)Nc1nc2c(s1)C(=O)CC(C)(C)C2	0.0	0.1	0.2	-7.2
CCOC(=O)c1ccc(NC(=O)C(=O)NCc2ccc(OC)cc2)cc1	0.4	16.2	-0.6	-7.8
COc1ccc(CCN(C)C2CCCN(Cc3c(C)nn(C)c3Cl)C2)cc1OC (stereo unspecified)	0.1	11.8	5.9*	9.3
Cc1cccc(NC(=O)c2ccc3c(c2)C(=O)N(c2ccc(C(=O)c4ccccc4)cc2)C3=O)c1C	-0.1	1.5	0.4	-1.7
CCCNC(=O)c1ccc2c(c1)nc(C)n2-c1ccc(C(C)C)cc1	0.1	8.3	2.1	6.8
CCOC(=O)N1CCC(N2C(=O)c3ccccc3C2Nc2ccccc2OC)CC1 (stereo unspecified)	-0.2	-0.8	-0.2	-5.0
CC(=O)c1ccccc1NC(=O)CN1C(=O)C(=O)N(CC(C)C)C1=O	-0.1	-7.1	-0.4	2.4
CCn1c(=O)c(=O)n(CC)c2cc(S(=O)(=O)N3CCc4ccccc43)ccc21	-0.1	1.6	0.4	-11.4
COc1ccccc1CNC(=O)C1CC(Cc2ccc3c(c2)OCO3)=NO1 (stereo unspecified)	0.1	9.6	0.1	-26.6
CCn1c(CSc2ncccn2)nnc1SCC(=O)N1C(C)CCCC1C (stereo unspecified)	0.9	12.2	-0.4	12.7
Cc1ccc(-c2nc(CS(=O)CC(=O)N3CC(C)CC(C)C3)c(C)o2)cc1 (stereo unspecified)	-0.1	-0.2	0.3	2.1
CNS(=O)(=O)c1cccc(C(=O)OCc2cc(=O)oc3ccc4ccccc4c23)c1	0.1	-10.6	0.6	-12.8
Oc1ccccc1CNCCCN1CCOCC1	0.0	17.7	0.0	4.0
Cc1ccc2c(COC(=O)CNC(=O)c3ccc(Br)o3)cc(=O)oc2c1	0.0	-2.2	1.1	-0.5
Oc1ccc(/C=N/NC(=S)N2CCOCC2)cc1	-0.2	12.6	-3.0	50.4*
Cn1cccc1C(CNC(=O)C1CCN(S(C)(=O)=O)CC1)N1CCCC1 (stereo unspecified)	-0.2	10.7	1.3	2.1
O=C(Nc1nnc(-c2cccs2)o1)c1cc(Cl)sc1Cl	-0.1	-1.3	0.1	-2.3
O=C(Cc1cccs1)Nc1ccccc1Br	-0.2	9.0	-0.6	-3.4
O=C(NNC(=O)c1ccccc1Cl)c1cccnc1	0.0	-8.5	-0.4	2.3
COc1ccc(NC(C)=O)cc1NC(=O)CN1CCN(c2ccccc2OC)CC1	0.2	-1.1	-1.6	-4.9
O=C1OC(c2cc(F)c(F)cc2Cl)=N/C1=C\c1ccccc1F	-0.2	2.5	0.7	-5.8
CCc1c(C)sc(NC(=O)/C=C/C(=O)O)c1C(N)=O	0.0	-2.6	1.0	2.8
COc1ccc(N2CC(NC(=O)N3CCC4(CC3)CC(=O)c3ccccc3O4)CC2=O)cc1OC (stereo unspecified)	0.0	13.8	-0.6	9.5
COc1ccc(CN2CCN(Cc3ccccc3F)CC2CCO)cc1C (stereo unspecified)	0.3	-4.0	-1.3	7.3

Further records follow.
mol	FBW7 act	MITF inh	GPR151 ag	TEAD-YAP block
Cc1cc(C)cc(N=c2c([N+](=O)[O-])nn(-c3ccccc3C)n2O)c1	-0.2	2.7	-0.1	3.7
N#Cc1ccc(N2CCN(C(=O)c3ccc(Cl)cc3)CC2)nc1	-0.1	-6.7	1.7	14.9
CN1CCCN(C(=O)C2CC23CCN(Cc2ccsc2)CC3)CC1 (stereo unspecified)	-0.3	-22.9	-0.5	-9.8
Cn1c(=NC(=O)C2CC2)sc2ccc3ccccc3c21	-0.1	-5.7	0.3	-35.6
CC(NC(=O)c1ccccc1Cl)c1ccccc1 (stereo unspecified)	-0.1	-5.3	-0.1	2.7
CC1(NC(=O)c2ccccc2OCc2ccccc2Cl)CCS(=O)(=O)C1 (stereo unspecified)	0.6	-4.3	-1.5	2.9
Cc1ccc(N2C(=O)/C(=C/c3ccc(N(C)C)cc3)S(=O)(=O)C2c2ccccc2)cc1 (stereo unspecified)	0.2	27.3	-0.3	-1.8
CS(=O)(=O)Nc1cccc2cccnc12	0.0	14.2	4.6	11.8
O=C(NC1CCCCC1)c1cnn2c1NC(c1ccc(Br)cc1)CC2C(F)(F)F (stereo unspecified)	1.2	15.0	0.6	0.4
O=C1CC2CC3CC(C2)C1C3 (stereo unspecified)	-0.2	0.6	0.5	-4.5
CCOc1ccccc1CNC(=O)c1cnc(SC)nc1C	-0.1	-4.2	-1.6	-8.6
N#CC1(N2CCN(C3(C#N)CCCC3)CC2)CCCC1	0.2	-5.2	-1.0	7.0
CCOC(=O)c1c(-c2ccc(OC)cc2)csc1NC(=O)C1CC=CCC1C(=O)O (stereo unspecified)	0.8	14.2	-1.6	-0.5
Cc1ccc(C(=O)O)cc1S(=O)(=O)N1CCSCC1	1.2	15.8	-1.7	17.6
COc1ccccc1N1CCN(c2ccc(C(=O)Nc3cc(F)cc(F)c3)cc2[N+](=O)[O-])CC1	-0.2	14.4	-0.6	3.4
NC(=O)C(CN1CCCCC1)(c1ccccc1)c1ccccc1	-0.1	-10.1	0.7	-2.4
CC(=O)NCCn1c(=S)[nH]c2ncccc2c1=O	0.6	6.2	-0.3	5.8
O=C(c1cccs1)N1CCN(c2ccc(F)cc2)CC1	-0.1	-2.1	2.3	-9.9
CSc1nc(Nc2ccccc2)c2ccccc2n1	0.6	10.7	0.9	0.6
CCC(CO)N=Cc1ccc(O)c(OC)c1 (stereo unspecified)	0.1	12.0	0.6	11.8
Cc1ccc(C2(CCN)CCOC(C)(C)C2)cc1 (stereo unspecified)	0.0	1.6	1.1	-0.4
COC(=O)c1cc(S(=O)(=O)NCCc2ccc(Cl)cc2)cn1C	-0.2	9.6	0.8	-0.2

Compounds were not picked by outcome; any-hit rate near 3.4%.
